LGR2 antag = blocks bursicon-induced cAMP signaling via Drosophila LGR2; HEK293 LGR2, CRE-luciferase, bursicon-stimulated, 4 h; inhibition, % at 9.99 µM; hit rate 0.35% among 380,000; AID 720647;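 active = drop in luminescence signal, shown as inhibition above about 50% in the replicate tests, limit read from the data, passing the limit was not always enough; inconclusive = probably only some replicates passing the limit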;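 note: agonist challenge used bursicon conditioned medium at about half maximal strength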
PGC1a acetyl inh = lowers PGC1a acetylation signal in U2OS cells. AlphaScreen anti-acetyl-lysine; with virally co-expressed GCN5 acetyltransferase. inhibition, % at 15.6 µM. hit rate 0.17% among 350,000. AID 651687;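 active = every replicate shows inhibition of at least 40%; inconclusive = mean inhibition at least 40% but some replicate below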;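 note: 0% = neutral control wells and 100% = positive control wells; some results beyond the cut were filed as inactive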
S100A4 inh HTS = inhibitors of human S100A4 binding to myosin IIA peptide; inhibition, % at 10.7 µM; S100A4/TAMRA-MyoIIA peptide fluorescence polarization; hit rate 0.14% among 360,000; P26447;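 active = mean inhibition of at least 70% across replicates, with every replicate also reaching that level; inconclusive = mean inhibition reaches 70% but some replicates fall short; inactive = mean inhibition below 70%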
Target sequence (P26447 whole entry, looked up): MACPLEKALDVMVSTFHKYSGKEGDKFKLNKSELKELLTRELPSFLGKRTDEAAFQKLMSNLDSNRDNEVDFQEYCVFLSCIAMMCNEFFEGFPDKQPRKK
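Test system: S100A4 monomer protein. Medium: HEPES buffer with Ca2+, pH 7.2. Reagent: fluorescent myosin IIA peptide, 5 nM. Compound dosing: single-point compound testing. Timing: 5 min between mix addition and reading. Benchmarks: DMSO neutral and TFP positive wells.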
Statin myotox sup = suppressors of simvastatin-induced myotoxicity in C2C12 myotubes | ATP luminescence, 48 h; scaled: DMSO 0, geranylgeraniol control 100 | rescue of ATP level, % at 7.49 µM | hit rate 0.78% among 330,000;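 active = mean ATP rescue above about 67%, or every replicate alone reaching that limit, limit read from the data, passing the limit was not always enough; inconclusive = no clear call, values can overlap the other calls; inactive = mean under the limit and some replicate under it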;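 note: myotubes were challenged with 10 µM simvastatin during compound exposure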
Cneo AK release = Cryptococcus neoformans lysis via adenylate kinase release; C. neoformans lysis, adenylate kinase release luminescence, 4 h; normalised: neutral wells 0, clomiphene wells 100; lysis activity, % at 15 µM; hit rate 0.2% among 360,000; AID 651654;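 active = mean lysis activity across replicates of at least 80%, whatever share of replicates individually reach that level; inactive = mean lysis activity below 80%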
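Material: C. neoformans cells | Amount: Yeast cell density of 5 × 10^6 cells/mL | Medium: Fresh YPD growth medium | Dosing: Single dose | Times: Static 4 h at 37 °C with compound, 1 h detection | Detection: AK luminescence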
Xi reactivation = reactivates the inactive X chromosome in mouse fibroblasts. activation, % at 7.58 µM. XiGFP mouse fibroblasts, % GFP-positive cells imaging, 3 d; cells co-treated with 5-aza-dC sensitizer; scaled so ellipticine positive control = 100%. hit rate 0.055% among 360,000;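 active = mean normalized replicate activation at least 10% and every replicate at or above 10%; inconclusive = only one of the two criteria met; inactive = mean below 10% and not all replicates reach 10%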;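 note: 0% = median of on-plate neutral control wells and 100% = ellipticine 6 µM median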
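assay system = SV40-immortalized XiGFP fibroblast cells, line 68-5-11 | buffer or medium = DMEM plus 5-aza-dC sensitizer | doses = single-point pinned compound dosing | times = 3-day compound exposure, then 15 min fixation at room temperature | benchmarks = positive control ellipticine, 6 µM final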
ERAP1 inh = ERAP1 (human) enzyme inhibition | Q9NZ08 | recombinant ERAP1, Leu-AMC fluorescence, 60 min | inhibition, % at 10.7 µM | hit rate 0.15% among 340,000;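 active = mean replicate inhibition of at least 30%, or all replicates individually reaching that 30% level; inactive = mean below 30% and not every replicate reaching it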;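 note: 0% = neutral control wells and 100% = L-leucinethiol positive control wells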
SIRT5 block = sirtuin-5 (human) deacylase inhibition; Purified SirT5, succinyl-peptide AMC, trypsin-coupled fluorescence; AID 652115; Q9NXA8; inhibition, % at 15 µM; hit rate 1.1% among 330,000; in the data active = inhibition above about 15%; inconclusive = no clear call, values can overlap the other calls
Target sequence (Q9NXA8 whole entry, looked up): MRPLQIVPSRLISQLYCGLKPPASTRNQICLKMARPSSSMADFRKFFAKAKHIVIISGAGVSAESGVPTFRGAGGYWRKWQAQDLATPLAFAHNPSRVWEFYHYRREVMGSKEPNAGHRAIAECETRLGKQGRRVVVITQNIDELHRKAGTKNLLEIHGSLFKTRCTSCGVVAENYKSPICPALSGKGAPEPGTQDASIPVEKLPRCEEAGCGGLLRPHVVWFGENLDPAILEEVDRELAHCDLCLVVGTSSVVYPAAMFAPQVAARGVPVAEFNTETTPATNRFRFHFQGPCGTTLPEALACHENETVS
* = called active by the depositor; ? = inconclusive; nt = not tested or not shown; & = joins results of further samples. An excerpt; the hit share may differ from the screen's.

Every second line gives: LGR2 antag	PGC1a acetyl inh	S100A4 inh HTS	Statin myotox sup	Cneo AK release	Xi reactivation	ERAP1 inh	SIRT5 block
CC(=O)[C@H]1CC[C@H]2[C@@H]3CCC4=CC(=O)CC[C@]4(C)[C@H]3CC[C@]12C
  -18&5	-17	-3&-1	-5&-10	-4&0	0.1&0.0	0&-5	0&7
COc1ccc([C@H]2CC(=O)C=C(c3cc(Cl)ccc3C)C2)cc1
  0	-17	-1	9	0	0.4	2	-6
CC(C)Cc1nnc(NC(=O)Cc2cccs2)s1
  -11	-1	-21	-3	nt	0.0	5	5
O=C(O)c1ccccc1/C=N/Nc1ccc(S(=O)(=O)Nc2ccc(Cl)cc2)cc1[N+](=O)[O-]
  -19	nt	-14	nt	nt	-0.1	5	11
O=C(COC(=O)c1cc(S(=O)(=O)N2CCOCC2)ccc1F)NCc1ccco1
  -5	nt	-2	3	-1	0.1	4	3
COCCNC(=O)C[C@H]1C[C@@H]2c3cc(NS(=O)(=O)c4ccc(F)cc4)ccc3O[C@@H]2[C@@H](CO)O1
  -5	-2	nt	6	2	-0.1	nt	nt
CCN(C(=O)CSc1nc(C2CC2)n(-c2ccccc2)n1)C1CCS(=O)(=O)C1 (stereo not drawn)
  -2	nt	1	5	5	-0.1	0	-4
CN(C)/C=C/c1oc2ccc(O)cc2c1[N+](=O)[O-]
  -3	1	-3	nt	nt	0.1	9	24*
CN(CCC1CCCCO1)Cc1cn(C)nc1-c1ccc2c(c1)OCCO2 (stereo not drawn)
  -16	nt	1	nt	nt	0.2	-2	-1
COc1cccc(N2CCN(C(=O)c3cccc(S(=O)(=O)N4CCCC4)c3)CC2)c1
  -12	nt	-6	9	-1	0.1	-3	6
Cc1ccc(C(=O)OC(C(=O)O)C(OC(=O)c2ccc(C)cc2)C(=O)O)cc1 (stereo not drawn)
  13	-1	0	0	2	0.2	-1	-1
COc1ccc(CCN2CCCn3c2nc2c3c(=O)n(CC(N)=O)c(=O)n2C)cc1OC
  -12	9	3	7	-2	0.1	1	1
CC1CCCCC1NC(=O)C1CCC(CNS(=O)(=O)c2ccccc2)CC1 (stereo not drawn)
  26	6	2	-2	0	0.0	-2	1
Cc1csc(=O)n1CCC(=O)OCC(=O)NCc1ccccc1
  0	-12	-2	-2	0	0.1	-2	nt
O=C(C[C@H]1CC[C@H]2[C@@H](COC[C@H](O)CN2Cc2ccc(Oc3ccccc3)cc2)O1)N1CCCCC1
  0	1	9	?	-1	-0.1	2	2
Cc1nnc(NC(=O)c2ccc3c(c2)NC(=O)CS3)s1
  -8	-5	-5	-13	0	0.2	-4	-2
CC(C)C#Cc1cnc2c(c1)C(=O)N([C@H](C)CO)C[C@@H](C)[C@H](CN(C)C(=O)Nc1cc(F)ccc1F)O2
  -13	-9	6	-5	-9	-1.8	1	-1
C[C@H]1CN([C@@H](C)CO)S(=O)(=O)c2ccc(C3=CCCCC3)cc2O[C@@H]1CN(C)S(C)(=O)=O
  -9	-36	9	1	-2	-1.2	0	-3
COc1ccc(-c2cc(C(=O)N3CCN(Cc4ccc5c(c4)OCO5)CC3)on2)cc1OC
  -9	-6	5	22	2	-0.1	4	8
O=[N+]([O-])c1sccc1CS(=O)(=O)c1ccccc1
  0	3	-9	nt	-1	0.5	-3	-2
CCCCOc1ccc(C2CCC(C(C)=O)C(C)C2)cc1 (stereo not drawn)
  -74	6	0	-63	0	0.1	0	-6
CCCC(=O)Nc1ccc2c(c1)OC[C@@H](C)N(Cc1ccc(-c3ccccn3)cc1)C[C@@H](C)[C@H](OC)CN(C)C2=O
  6	-9	-86	21	-1	-0.5	0	13
O=C(C[C@H]1CC[C@H](NC(=O)Nc2ccc(C(F)(F)F)cc2)[C@H](CO)O1)NCCN1CCCC1
  22	12	10	-26	-1	-0.3	1	-1
CC(C)NC(=O)Nc1cccc2c1O[C@@H](CN(C)S(=O)(=O)c1ccccc1)[C@H](C)CN([C@H](C)CO)C2=O
  -13	-5	4	0	0	-0.8	1	-1
CC(C)c1c(C(=O)N/N=C/c2ccc(Cl)cc2Cl)nnn1-c1nonc1N
  -2	-9	-2	-25	-1	0.2	0	-3
CCC(NC(=O)C1CCCC1)c1ccccc1 (stereo not drawn)
  nt	-5	0	nt	0	9.2	0	-2
O=C(COc1coc(CN2CCc3ccccc32)cc1=O)NCCc1ccccc1
  -1	3	-1	20	0	-0.4	-1	1
Cc1cc(C)nc(S/C=C/C(=O)c2ccccc2F)n1
  nt	-20	1	nt	nt	0.3	-1	-3
CC(C)[C@H](NC(=O)c1ccccc1)C(=O)OCC(=O)Nc1sccc1C(N)=O
  -1	0	-7	-3	-7	0.0	1	0
NS(=O)(=O)c1cnccc1Nc1cccc(F)c1
  -1	5	-8	11	1	0.1	-5	-1
CC1=C(C(=O)Nc2ccc(CC(=O)NCc3ccccc3C)cc2)SCCO1
  10	-6	0	5	5	0.0	1	-1
CCOC(=O)C1=C(COC(=O)CCNS(=O)(=O)c2ccc(NC(C)=O)cc2)NC(=O)NC1C (stereo not drawn)
  -1	nt	-3	1	2	-0.2	-3	-1
CC(=O)c1ccc(NC(=O)CCCC(=O)c2ccccc2)cc1
  -4	-2	2	-1	1	0.0	2	-6
COc1ccc(NC(=O)Nc2ccc3c(c2)CC(=O)N([C@H](C)CO)C[C@@H](C)[C@@H](CN(C)CC2CCCCC2)O3)cc1
  17	-6	nt	-5	nt	0.2	nt	nt
C=CCN(c1ccccc1)S(=O)(=O)c1cccc(C(=O)Nc2nc3ccccc3[nH]2)c1
  0	3	nt	nt	-13	0.6	nt	nt
Oc1ccc(C[C@H]2CNC(=S)N2C[C@H]2CCCN2C[C@H](Cc2ccccc2)N2C[C@H](Cc3ccc(O)cc3)N(CCc3ccccc3)C2=S)cc1
  16	-15	-1	-1	0	0.0	nt	nt
CCOC(=O)C1C(=O)C=C(c2ccccc2)CC1c1ccccc1 (stereo not drawn)
  -6	-2	-9	-6	1	-0.1	11	0
Cc1ccc(-c2ccc([C@H]3[C@@H](CO)N4CCCCN(C(=O)c5ccc(F)cc5)C[C@H]34)cc2)cc1
  -1	7	-2	-5	12	0.1	-4	-2
CCCCC(CC)C(=O)Nc1ccc(C)c(O)c1 (stereo not drawn)
  -3	0	1	nt	nt	0.3	-2	0
Cn1nc(C(C)(C)C)c([N+](=O)[O-])c1C(=O)Nc1cccc2ccccc12
  nt	nt	-6	5	9	0.0	-2	-6
Cc1noc(C)c1S(=O)(=O)N(C)C[C@@H]1OCCCC[C@H](C)Oc2ccc(NC(=O)Cc3ccccc3)cc2C(=O)N([C@H](C)CO)C[C@H]1C
  0	-6	-9	nt	-1	0.2	1	7
Cc1ccc(S(=O)(=O)N(C)C[C@@H]2OCCCC[C@@H](C)Oc3ccc(NS(=O)(=O)c4ccc(F)cc4)cc3C(=O)N([C@@H](C)CO)C[C@@H]2C)cc1
  9	-14	4	49	2	-0.1	2	29*
CCOC(=O)c1c(NC(=O)CSc2ncn[nH]2)sc(C(=O)NC)c1C
  3	3	-5	nt	-2	0.6	-1	9
NN=C1C(=O)c2cccc3cccc1c23
  1	3	0	14	-2	0.1	0	nt
CCc1cccc(-n2c(C)cc(O)cc2=O)c1
  -12	nt	-1	nt	nt	0.2	-1	nt
NC(=O)CC(NC(=O)c1ccccc1)c1ccc(NCC2CC2)c([N+](=O)[O-])c1 (stereo not drawn)
  17	nt	-1	-6	6	0.0	nt	nt
COc1cccc(NC(=O)Cn2nnc(C(=O)NCCc3ccccc3)c2N)c1
  15	4	2	12	5	0.1	0	1
Cc1ccc(CNC(=O)CCSCc2ccc(C)cc2)cc1
  -15	-6	3	13	2	0.0	-1	-6
CCCNC(=O)Nc1ccc2c(c1)OC[C@H](C)N(C(=O)CC)C[C@@H](C)[C@@H](OC)CN(C)C2=O
  14	-2	-4	-1	41	0.1	-1	0
CCCCn1c(=O)c(CCC(=O)OCC(=O)NC(=O)NCCC(C)C)nc2ccccc21
  -17	nt	-3	6	2	0.3	-1	-5
COc1cc2[nH]c(=S)nc(NCc3ccc(C)cc3)c2cc1OC
  16	nt	5	-13	-2	0.2	3	0
C[C@H](CO)N1C[C@H](C)[C@H](CN(C)C(=O)NC2CCCCC2)Oc2ccc(NC(=O)Nc3ccc(F)cc3)cc2CC1=O
  9	-3	-9	2	-1	-1.6	0	1
CS(=O)(=O)c1ccc(Nc2nc(C(N)c3ccccc3)cs2)cc1 (stereo not drawn)
  -7	-7	-2	13	-8	-0.1	-2	nt
O=c1cc(-c2cccc(Br)c2)oc2cccc(O)c12
  -14	nt	9	6	0	-0.1	3	nt
O=[N+]([O-])c1ccccc1/C=C/C=N/Nc1nc(N2CCCCC2)nc(N2CCCCC2)n1
  12	-7	-5	nt	nt	0.0	13	1
C[C@@H]1CCCCO[C@H](CN(C)Cc2ccc(Cl)c(Cl)c2)[C@@H](C)CN([C@H](C)CO)C(=O)c2cc(NS(C)(=O)=O)ccc2O1
  5	nt	-19	-46	1	0.1	-1	-1
CC1(C(=O)NC2CCc3ccccc32)CCN1CCc1ccccc1 (stereo not drawn)
  10	-13	-1	24	-1	0.0	-1	nt
N#C/C(=C/c1ccc(F)cc1)c1nnc(NC(=O)c2ccccc2)s1
  -14	1	1	-1	-5	0.0	2	0
O=C(NC1Cc2ccccc2C1)[C@@H]1[C@@H](CO)[C@@H]2Cn3c(cccc3=O)[C@@H]2N1C(=O)c1cnccn1
  2	nt	-18	1	0	0.2	1	-4
C/C(=N\NC(=O)Cc1ccc(Cl)cc1)c1ccc(F)cc1
  -13	5	4	-3	-3	0.1	-1	-5

Next part:
Every second line gives: LGR2 antag	PGC1a acetyl inh	S100A4 inh HTS	Statin myotox sup	Cneo AK release	Xi reactivation	ERAP1 inh	SIRT5 block
Cc1cccc(S(=O)(=O)Nc2ccc(-n3c(C)nc4ccccc4c3=O)cc2)c1
  -4	-7	0	5	-1	-0.1	-4	-5
O=C(Nc1cc([N+](=O)[O-])ccc1N1CCCC1)c1ccco1
  -2	2	3	nt	nt	0.0	7	3
CC1=C(C(=O)N(C)C)CC(CC(=O)NC2CC2)C(=O)N1Cc1ccc(C(C)(C)C)cc1 (stereo not drawn)
  -1	8	-2	1	0	0.0	-1	0
COc1cccc(/C=N/NC(=S)Nc2cccc(C(=O)O)c2)c1O
  66*	nt	-6	nt	nt	0.0	-5	3
Cc1ccc(S(=O)(=O)Oc2ccccc2/C=C2/SC(=O)NC2=O)cc1
  9	nt	-3	nt	nt	0.0	0	-2
C[C@H]1NC(=O)[C@]2(C)[C@@H](c3ccccc3)[C@H]3COc4ccccc4[C@@H]3N2C1=O
  6	nt	4	6	-3	-0.3	-4	-1

High-throughput results from PubChem BioAssay.
